RBX1-CUL1 inh = blocks human RBX1-Cullin-1 di-ubiquitin formation | inhibition, % at 10 µM | P62877+Q13616 | in vitro K48 di-Ub FRET, acceptor:donor ratio, 45 min | AID 1347404 | 0.6% of 140,000 active; in the data active = inhibition above about 25%
Target sequence (P62877 whole entry, looked up): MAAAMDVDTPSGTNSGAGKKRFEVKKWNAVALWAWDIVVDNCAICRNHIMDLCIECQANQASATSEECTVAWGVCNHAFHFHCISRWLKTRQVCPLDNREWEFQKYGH
Target sequence (Q13616 whole entry, looked up): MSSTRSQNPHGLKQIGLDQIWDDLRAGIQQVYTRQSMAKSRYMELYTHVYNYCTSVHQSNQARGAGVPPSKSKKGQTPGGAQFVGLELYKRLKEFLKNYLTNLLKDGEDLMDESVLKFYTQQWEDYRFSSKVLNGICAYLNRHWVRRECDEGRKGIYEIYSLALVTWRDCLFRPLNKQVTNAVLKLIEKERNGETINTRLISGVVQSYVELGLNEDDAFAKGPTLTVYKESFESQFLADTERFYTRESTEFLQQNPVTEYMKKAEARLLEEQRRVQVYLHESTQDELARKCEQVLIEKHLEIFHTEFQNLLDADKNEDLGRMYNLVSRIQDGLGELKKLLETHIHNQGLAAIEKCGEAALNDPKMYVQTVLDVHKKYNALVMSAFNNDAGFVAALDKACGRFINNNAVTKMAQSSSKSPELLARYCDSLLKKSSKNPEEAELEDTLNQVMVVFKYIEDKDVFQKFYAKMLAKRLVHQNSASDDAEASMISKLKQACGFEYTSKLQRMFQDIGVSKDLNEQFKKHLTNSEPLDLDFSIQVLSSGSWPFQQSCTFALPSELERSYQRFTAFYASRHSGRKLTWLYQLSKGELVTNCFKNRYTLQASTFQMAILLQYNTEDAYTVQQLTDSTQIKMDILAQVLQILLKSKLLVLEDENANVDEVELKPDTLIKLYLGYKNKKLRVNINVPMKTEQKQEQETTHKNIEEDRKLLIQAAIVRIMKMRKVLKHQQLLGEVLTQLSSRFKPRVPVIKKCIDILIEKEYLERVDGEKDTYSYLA
* marks the source's active call; other numbers are inactive results. These rows are one share of the data; count on the stated rates, not on these rows.

molecule,RBX1-CUL1 inh
COc1cc(-c2[nH]nc3c2C(c2c(F)cccc2Cl)C(C#N)C(=N)O3)cc(OC)c1OC (stereo not given),-1.3
CCN(CC)C(=O)Cn1c(=O)n(CCCCCC(=O)NCc2ccc3c(c2)OCO3)c(=O)c2sccc21,2.1
CCCOc1ccc(C(=O)N/N=C/c2ccsc2)cc1,-3.6
CCOc1ccc(C(NC(C)=O)NC(C)=O)cc1,-1.6
CC(O)Cn1cc(C#N)c(=O)[nH]c1=O (stereo not given),-1.4
CCOC(=O)C1(Cc2ccccc2Cl)CCN(Cc2cc(C)[nH]n2)CC1,0.5
N#CC12Oc3ccccc3C1C1(C#N)Oc3ccccc3C21 (stereo not given),3.8
COc1ccc(-c2nc3ccc(Cl)cc3c(=O)o2)cc1Cl,-3.2
O=c1nc2s/c(=C/C3=Cc4ccccc4OC3)c(=O)n2nc1Cc1ccc(F)cc1,-3.6
CC(C)(C)c1ccc(C(=O)CC2(O)C(=O)N(Cc3ccccc3)c3ccccc32)cc1 (stereo not given),17.9
CC(=O)N1CCC(N2CCC3(CCCN(CC4CC4)C3)C2)CC1 (stereo not given),2.0
COc1ccccc1C(=O)N1CCCn2c1nc1ccccc1c2=O,-7.8
COc1ccc(CCNC2CCCc3c2[nH]c2ccc(C)cc32)cc1OC (stereo not given),-7.2
NS(=O)(=O)c1ccc([N+](=O)[O-])cc1,4.0
N#C/C(=C\c1cccs1)c1nc(-c2ccc(-c3ccccc3)cc2)cs1,4.0
COC(=O)NNC(=O)COc1ccc(C)cc1,4.4
Cc1nc(N2CCC(C(=O)N3CC[C@@H]4CCCC[C@H]4C3)CC2)nc2cc(S(C)(=O)=O)ccc12,-4.9
COc1ccc(N2C(=O)C3ON(c4ccccc4)C(c4ccc(OC(F)F)cc4)C3C2=O)cc1 (stereo not given),7.9
CCN(CC)c1ccc(C=Nc2c(C)cc(C)cc2C)c(O)c1,3.5
Cc1ncc2c(c1CNC(=O)CN1CCCCC1)CCN(C(=O)c1ccc(-c3ccccc3)cc1)C2,-4.6
C=CCn1c(SCC(=O)Nc2ccc(NC(C)=O)cc2)nc2sc3c(c2c1=O)CCC3,8.9
CCc1ccc(NC(=O)C(=O)NCCc2csc(-c3cccc(F)c3)n2)cc1,-1.3
COc1ccc(CC2(CO)CCN(CC3CCCCC3)CC2)cc1,2.3
CCN(CC)C(=O)C1CCCN(c2ncnc3c2cnn3-c2ccc(C)cc2C)C1 (stereo not given),10.7
c1cc[n+](Cc2cccc3nc4ccccc4cc23)cc1,-4.1
Cc1cc(C(=O)N2CCCC(CCC(=O)N(C)CCc3ccccn3)C2)n(C)n1 (stereo not given),-0.1
Cc1c(CNC(=O)C2(N(C)CCc3ccccc3)Cc3ccccc3C2)cnn1C,4.8
C=CCn1c(C)cn2c3c(=O)n(CCN4CCCCC4)c(=O)n(C)c3nc12,-8.8
CCN1CCN(Cc2nc3cc(NC(=O)c4ccccc4[N+](=O)[O-])ccc3n2CC)CC1,-10.6
COc1cc(C=Nc2ccc(Nc3ccccc3)cc2)cc(OC)c1OC,9.1
CCC(Sc1nc2nccnc2c(=O)n1Cc1ccc(Cl)cc1)C(=O)NC1CCCCC1 (stereo not given),15.2
COc1ccc(NCc2nnc(SCC(=O)Nc3ccc([N+](=O)[O-])cc3)o2)cc1,5.6
COc1ccccc1C(=O)Nc1ccc(Cl)cc1,-8.8
CC(=O)Nc1ccc(NC(=O)c2cc3sccc3n2Cc2ccc(Cl)cc2)cc1,-0.7
O=c1cc(O)n2nc(SCc3ccccc3)nc2[nH]1,0.5
CC1=NC(=O)NC(=O)C1Cc1ccccc1 (stereo not given),6.3
CC(=O)/C(Cl)=N/Nc1ccc(Br)cc1,0.7
C=CCN1C(=O)C(=O)C(C(C)=O)C1c1ccc(Br)cc1 (stereo not given),3.1
CC(C)Cn1c(=O)c2ccccc2n2c(CCC(=O)N3CCN(c4ccccc4)CC3)nnc12,-5.9
CCOC(=O)C1C(C)=NC(SC)=C(C#N)C1c1ccc(Cl)cc1 (stereo not given),-0.6
CCc1ccc(C2C(C(=O)Nc3ccccc3OC)C(C)=Nc3nc(SCc4ccccc4)nn32)cc1 (stereo not given),-0.7
CCOC(=O)c1c(C)[nH]c(CCC(=O)Nc2cc(Cl)ccc2OC)c1C,-9.5
O=C1CC(NS(=O)(=O)c2ccsc2)CN1C1Cc2ccccc2C1 (stereo not given),-0.5
Cc1nn(C)c2c1c(-c1ccccc1)cc(=O)n2Cc1ccc(Cl)cc1,4.1
COc1cccc(/C=C2\C(=O)N(c3ccccc3)N=C2C)c1OC,-10.7
COc1ccc(CNC(=O)c2ccccc2OC)cc1,-3.5
COc1ccc(CNC(=O)c2ccc3c(c2)N(Cc2ccccc2F)C(=O)c2ccccc2S3=O)cc1 (stereo not given),1.6
CSc1nc2sc3c(c2c(=O)n1-c1ccccc1C)CCCC3,-1.7
COc1cc(NS(=O)(=O)c2cc3[nH]c(=O)[nH]c3cc2C)cc(OC)c1OC,8.1
COC(=O)c1ccc(NC(=O)COc2ccc(C3C4=C(CC(C)(C)CC4=O)OC(=N)C3C#N)cc2OC)cc1 (stereo not given),-1.9
CC1(C)Cc2c(sc3nc(N)nc(SCC(=O)c4ccccc4)c23)CO1,-4.2
CCOc1ccc(Nc2oc(-c3ccc(COc4ccc(OC)cc4)o3)nc2C#N)cc1,7.5
CC1=Nc2nnnn2C(c2ccc(Cl)cc2)C1C(=O)Nc1ccccc1 (stereo not given),10.7
Fc1ccccc1C1Nc2ccc3ccccc3c2C2C=CCC21 (stereo not given),-7.2
Brc1cccc(CN2CCC3(CC2)OCCO3)c1,-6.3
CC1CCc2c(sc(NC(=O)C(C(F)(F)F)C(F)(F)F)c2C#N)C1 (stereo not given),-3.9
CC1=C(C(=O)Nc2ccccc2)C(c2ccc(F)cc2)n2c(s/c(=C/c3ccsc3)c2=O)=N1 (stereo not given),13.0
CNC(=O)c1cccc(OCCc2ccccc2)c1,-4.6
COc1ccc(-c2cnc3c(=O)[nH]c(=O)[nH]c3n2)cc1,-8.8
O=C(Nc1ccccc1C(=O)N1CCCCC1)C1CCCCC1,6.7

Further structures follow:
molecule,RBX1-CUL1 inh
C=CCSc1nnc2c(n1)OC(c1cc(Br)c(OCc3ccccc3)c(OC)c1)N(C(=O)CC)c1ccccc1-2 (stereo not given),2.7
O=C(NC1CCCC1)c1ccc(CSc2nc3cccnc3n2Cc2ccc(F)cc2)cc1,-3.1
Cc1oc(-c2ccccc2Cl)nc1CSc1nncn2c1cc1occc12,3.8
Cc1ccccc1C1C2=C(CCCC2=O)N=C2c3ccccc3C(=O)C21 (stereo not given),2.7
Cc1cccc(C(=O)Nc2ccc(N3CCN(C(=O)CC(C)C)CC3)cc2)c1,6.0
O=C(Nc1ccc(Cl)cc1)C1=NN=CC1,11.6
CCCc1ccc(-c2csc(NC(=O)c3cc(C)on3)c2C(=O)OC(C)C)cc1,4.6
Cc1nc2ccccc2n1Cc1cc(C(=O)N2CCCCC2CCO)no1 (stereo not given),0.2
COc1cc(NC(=O)CCn2nc(C)c(S(=O)(=O)N3CCCCC3)c2C)cc(OC)c1OC,-2.0
CCOc1ccc(S(N)(=O)=O)cc1,0.7
CCS(=O)(=O)N1CCC(C(=O)NCc2ccncc2)CC1,-2.7
CC(=O)c1sc(NC(=O)c2c(-c3ccccc3)c(-c3ccccc3)nn(C)c2=O)nc1C,-1.3

Given with each value named: part of the list above.
> Cc1nc2ccccc2n1Cc1cc(C(=O)N2CCCCC2CCO)no1 (stereo not given)
  RBX1-CUL1 inh = 0.2

> COc1cc(NC(=O)CCn2nc(C)c(S(=O)(=O)N3CCCCC3)c2C)cc(OC)c1OC
  RBX1-CUL1 inh = -2.0

> CCOc1ccc(S(N)(=O)=O)cc1
  RBX1-CUL1 inh = 0.7

> CCS(=O)(=O)N1CCC(C(=O)NCc2ccncc2)CC1
  RBX1-CUL1 inh = -2.7

Remaining list, next part.
molecule,RBX1-CUL1 inh
O=C(C1=NN(c2ccccc2)C2(S1)SC(c1ccc(Br)cc1)(c1ccc(Br)cc1)c1ccccc12)c1ccccc1 (stereo not given),-9.9
COc1ccc2[nH]cc(CCNC(=O)Nc3ccccc3C)c2c1,0.2
CCCNC(=O)CCSc1nc(-c2ccc3c(c2)OCO3)cc(C(F)(F)F)n1,4.3
COc1ccc(/C=C/C(=O)Nc2sc3c(c2C(N)=O)CCCC3)cc1,-2.9
COc1ccc(-c2nc(CN(C)C(C)c3nc(C)cs3)c(C)o2)cc1C (stereo not given),-0.6
CCCn1c(SCCC(=O)O)nc2ccccc21,-5.1
COc1ccc(Br)cc1CNC(=O)c1ccc2nc(C(C)C)oc2c1,-7.7
C[N+]1(c2ccccc2)CCC(N)=N1 (stereo not given),-1.9
CCCCN1C(=O)Nc2ccccc2S1(=O)=O,-5.0
CC(=O)c1cc(C)c(-c2ccccc2)s1,4.5
Cn1c(=O)c2cc(S(=O)(=O)NC(Cc3ccccc3)C(=O)Nc3ccc(F)cc3)ccc2n(C)c1=O (stereo not given),-5.8
COc1cc(C=Nc2ccccc2C)c([N+](=O)[O-])cc1OC,-7.6

An excerpt of these results, with each value named:
Compound: COc1ccc(Br)cc1CNC(=O)c1ccc2nc(C(C)C)oc2c1
  RBX1-CUL1 inh: -7.7
Compound: COc1ccc(/C=C/C(=O)Nc2sc3c(c2C(N)=O)CCCC3)cc1
  RBX1-CUL1 inh: -2.9

More records follow:
molecule,RBX1-CUL1 inh
Cc1nc2ccn(Cc3cccs3)c(=O)c2cc1C(=O)NCc1ccccc1,-4.1
Cn1c(=O)c2c(nc(NCCc3ccccc3)n2Cc2ccccc2Br)n(C)c1=O,-2.4
Cc1ccc(CNC(=O)CN2C(=O)CCc3cc(S(=O)(=O)N4CCCCC4)ccc32)cc1,-4.9
O=C1S/C(=C\c2ccccc2Cl)C(=O)N1CNc1cccc(C(F)(F)F)c1,-4.7
O=C(C1CCCN(S(=O)(=O)c2ccc(Br)s2)C1)N1CCN(c2ccccc2)CC1 (stereo not given),-6.4
CCCN1CCCc2cc(CN(CCCN3CCOCC3)C(=O)Nc3ccc(CC)cc3)ccc21,-6.3
Cc1oc(-c2ccc(F)cc2F)nc1CN(C)C(C)c1ccon1 (stereo not given),1.0
O=C(NCc1c[nH]c2ccccc12)c1ccccc1,-3.5
CC1CCCC2(C1)NN=C1SCC(=O)N1N2 (stereo not given),-11.1
O=C(c1ccc2c(c1)N(Cc1c(F)cccc1Cl)C(=O)c1ccccc1S2)N1CCCC1,-1.7
CC1=NC2=C(C(=O)CC(C)(C)C2)C(c2ccc(Cl)cc2Cl)C1C(=O)Nc1cccc(C)n1 (stereo not given),-1.4
CCc1ccc(NC(=O)CCNS(=O)(=O)c2ccc3c(c2)oc(=O)n3C)cc1,-0.5
CN(C)CCNC(=O)Cc1ccc(NC(=O)N2CCCCc3ccccc32)cc1,5.5
Cc1cc(C)nc(SCC(=O)Nc2ncc(Cc3ccc(F)cc3)s2)n1,0.3
Cc1ccc(C(=O)NCC(c2ccc3c(c2)OCO3)N2CCN(C)CC2)cc1C (stereo not given),-3.8
Cc1nn(-c2ccc(N3CCCC3)nn2)c(C)c1CCC(=O)Nc1ccc(F)c(Cl)c1,-0.8
CCCN1CN(Cc2ccccc2)CSC1=S,-5.1
COc1cc(CNC(=O)CSCc2nc3cccnc3n2C2CCCCC2)cc(OC)c1OC,-4.2
CCOc1cccc(CN2CC[C@@H](N3CCCCCC3)[C@H](O)C2)c1,1.7
COc1ccccc1C(=O)N1CCN(Cc2cccc(Cl)c2)CC1,1.2
CCCCOc1ccc(NC(=O)Cn2nnnc2-c2ccccc2F)cc1,-0.2
O=C(NC1CC1)C1CCCN(C2CCN(Cc3cccc(F)c3)CC2)C1 (stereo not given),0.6
CC(C)CN1CCNC(=O)C1CC(=O)N1CCC(C(=O)N2CCCC2)CC1 (stereo not given),3.6
O=C(CCc1ccc(S(=O)(=O)NCc2ccccc2)cc1)N1CCN(c2ccccc2)CC1,-7.2
Cc1cccc(OCC(=O)N2CCC(c3nc4ccccc4o3)CC2)c1C,-6.1
COc1ccc(CCC2CCCN(C(=O)c3ccc(C)nc3)C2)cc1 (stereo not given),0.9
Cc1ccccc1NC(=O)c1c(NC(=O)CCC(=O)O)sc2c1CCCC2,1.8
Cc1ccc(S(=O)(=O)NC(=O)Nc2ccc(Cl)cc2C)cc1,3.0
O=C(Nc1nnc(S(=O)(=O)N2CCCCCC2)s1)c1ccc(Cl)cc1,7.1
O=C(NC1CCCC1)c1ccc(CSc2nc3ccncc3n2Cc2ccccc2F)cc1,-6.0
Brc1ccnc(N2CCCCC2)c1,6.8
N#Cc1ccccc1NC(=O)COc1ccc(Cl)cc1,5.0
CCC(C)NC(=O)c1nn(-c2ccc(C)cc2)c(=O)n(C)c1=O (stereo not given),1.5
S=C1Nc2ccccc2C1C1CCCC1 (stereo not given),0.0
COc1ccccc1NC(=O)Cn1c(=O)n(-c2cccc(C)c2)c(=O)c2c1c1cc(C)ccc1n2C,5.1
Cc1cn2c(=O)cc(COc3ccc(NC(=O)COc4ccccc4)cc3)nc2s1,2.4
CC(C)c1nccn1Cc1cc(C(=O)N(C)Cc2ccsc2)n[nH]1,1.0
COc1ccc2c(c1)c(C)c(C)n2C(=O)c1ccc(Cl)cc1,6.3
CC1CN(C(=O)N2CCC(C(=O)NCc3ccccc3F)CC2)c2cc(Cl)ccc2O1 (stereo not given),2.6

Compound activity: PubChem BioAssay, Icahn School of Medicine at Mount Sinai
